Bioassay records deposited in PubChem BioAssay by several laboratories.
IL1B NFkB pot – enhancers of NFkB p65 translocation in HUVEC – imaging, IL-1B stimulus, high-content imaging, primary screen; HUVEC IL-1B NFkB p65 nuclear translocation imaging; activation, % at 2 µM; hit rate 0.3% among 94,000;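 active = activation above 40%, about the mean plus 3 SD, also judged a hit on visual image review; inconclusive = activation above 40% but not a hit on visual review; inactive = activation not above 40% and no visual hit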;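 note: percent activation is computed from the nuclear over cytoplasmic p65 intensity ratio; values of inactives mirror those of a sister screen read the other way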
Bcl-B TR3 displacers – displacers of TR3 peptide from Bcl-B, primary screen, selectivity assay for Bfl-1 inhibitor project, biochemical, fluorescence polarization. Bcl-2-like protein 10 (Homo sapiens). FP displacement of FITC-TR3 peptide from Bcl-B; higher % means a stronger effect. displacement, % at 20 µM; hits with a dose series show IC50 in µM. hit rate 0.11% among 96,000. AID 748, 2007;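 active = displacement above 50% at 20 µM plus a fluorescence interference ratio under 1.5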;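 note: plate controls were wells without compound for no effect and wells lacking Bcl-B protein for full effect; a part of the inactive calls stands beside numbers as strong as those of hits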
MRP resist rev – reversal of MRP1-mediated doxorubicin resistance, primary screen, H69AR cells, doxorubicin co-treatment | differential viability (reversal), % at 10 µM | hit rate 0.04% among 85,000 | H69AR cells + 2 uM doxorubicin, CellTiter-Glo, 72 h;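 active = viability drop by adding the cancer drug above about 55%, with treated viability meeting a 40% cutoff, limit read from the data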;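 note: viability without doxorubicin minus viability with 2 µM doxorubicin for each compound; larger differential means the compound sensitizes cells more to doxorubicin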
PLAP inhibition – PLAP enzyme inhibitors, biochemical, luminescence, HTS (AID 690). purified PLAP, luminescent substrate; higher % means a stronger effect. inhibition, % at 20 µM; hits with a dose series show IC50 in µM. hit rate 0.08% among 96,000; in the data active = a potency from the dose series; inactive = the rest, 99 in 100 with inhibition below about 30%; note: strong numbers were not always called active
NFkB transloc inh – inhibitors of IL-1B driven NFkB p65 nuclear import, primary screen, imaging, HUVEC, IL-1B stimulus, high-content imaging. HUVEC IL-1B NFkB p65 nuclear translocation imaging. inhibition, % at 2 µM. hit rate 0.43% among 94,000. AID 796, 2007;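 active = inhibition above about 30% together with a positive call from visual inspection of the well image, limit read from the data; inconclusive = inhibition above a set limit but visual check negative; inactive = inhibition not above a set limit, visual check negative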;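 note: nuclear over cytoplasmic p65 intensity ratio measured by imaging; 0% = IL-1B stimulated DMSO wells and 100% = unstimulated DMSO wells; values of inactives mirror those of a sister screen read the other way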
MRP resist rev cytotoxicity – further read-out of MRP resist rev, marked with its call; viability, %; H69AR cells, CellTiter-Glo, 72 h; measured here: cytotoxicity without doxorubicin
MRP resist rev with doxorubicin – second read-out of MRP resist rev, no call of its own (marks repeat the call); viability, %; measured here: viability with 2 uM doxorubicin; active compounds read low
NFkB transloc inh cell count 2 µM – also measured in NFkB transloc inh; calls as there; cell count; measured here: cells passing quality filter;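 raw number of nuclei counted in each imaged well without normalization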
IL1B NFkB pot cell count 2 µM – second read-out of IL1B NFkB pot, no call of its own (marks repeat the call); cell count; measured here: cells passing quality filter
Active calls of the source: *; u = inconclusive; x = not tested or not shown. An excerpt; count on the stated rates, not on these rows.

SMILES,IL1B NFkB pot,IL1B NFkB pot cell count 2 µM,Bcl-B TR3 displacers,MRP resist rev,MRP resist rev cytotoxicity,MRP resist rev with doxorubicin,PLAP inhibition,NFkB transloc inh,NFkB transloc inh cell count 2 µM
CCCCn1c(CCC(=O)O)ccc1-c1cccs1,u,x,4%,x,x,x,-24%,-56,70
CN(CC(=O)O)Cc1nc2ccccc2[nH]1,11,179,0%,x,x,x,-196%,-11,179
COC(=O)Nc1c(-c2ccccc2)nc2ccc(C)cn12,x,x,-9%,13,91,78,22%,x,x
Cc1cccc(-n2ccnc2SCC(=O)Nc2nnc(C)s2)c1,-3,175,-3%,-4,89,93,-12%,3,175
CCCCN1C(=O)C2C(C(=O)Nc3cccc(OC)c3)C3C=CC2(O3)C1C(=O)NC1CCCCC1C (stereo not drawn),13,140,x,12,81,69,x,-13,140
CN(CCc1ccccn1)C(=O)c1nn2c(C(F)(F)F)cc(-c3ccco3)nc2c1Cl,3,92,3%,4,85,80,-37%,-3,92
CCN(CC)CCNC(=O)CCCCCn1c(=O)[nH]c2cc(C(=O)OC)ccc2c1=O,1,63,2%,10,102,92,-11%,0,63
COc1ccc(NC(=O)CCCn2c(=O)[nH]c3ccccc3c2=O)cc1,14,117,12%,-27,78,105,11%,-14,117
Cc1onc(-c2ccccc2Cl)c1C(=O)NCc1cccnc1,x,x,2%,4,94,90,-23%,x,x
CCCCS(=O)(=O)Nc1ccc(C(=O)NCC2CCCO2)cc1 (stereo not drawn),-5,134,-4%,12,107,96,13%,5,134
COc1ccccc1C1C(C(N)=O)=C(C)Nc2nc(-c3ccc(Cl)cc3)nn21 (stereo not drawn),-5,195,5%,x,x,x,12%,5,195
C[N+]1(CCOc2ccc([N+](=O)[O-])cc2)CCOCC1,-11,88,4%,x,x,x,-8%,11,88
C=CCOC(=O)C1C(=O)CC(C)(O)C(C(=O)OCC=C)C1c1ccc(OC)cc1 (stereo not drawn),1,61,-4%,-9,58,66,-54%,0,61
O=C1Nc2c(c(=O)[nH]c(=O)n2-c2ccccc2)C1(Nc1ncccn1)C(F)(F)F (stereo not drawn),-3,88,0%,16,101,84,-1%,4,88
Cc1cc(N2CCN(C(=O)c3ccco3)CC2)nc(-c2ccccc2)n1,x,x,-5%,-3,74,76,-73%,x,x
COc1cccc(-c2ccc(C#N)c(SCC(=O)NCCc3cccc(Cl)c3)n2)c1,3,136,1%,x,x,x,20%,-3,136
CC(C)=CC(=O)Nc1nnc(C(C)C)s1,9,183,4%,-15,72,86,1%,-9,183
C1CCN(c2nc3nonc3nc2N2CCCCC2)CC1,13,49,3%,-1,82,83,19%,-13,49
Cc1cc(C)cc(C(=O)N(NC(=O)Nc2ccc(Cl)cc2)C(C)(C)C)c1,-10,74,-2%,x,x,x,4%,10,74
CCOC(=O)C1CCN(C(c2cccnc2)c2c(NC(=O)c3ccco3)sc(C)c2C)CC1 (stereo not drawn),-15,55,-1%,11,68,56,-17%,15,55
Cc1cc(N(CN2CCCC2=O)C(=O)c2ccc(F)cc2)no1,17,143,0%,4,90,85,6%,-17,143
CCOc1ccc(N(CC(=O)NC2CCCCC2)S(=O)(=O)c2c(C)noc2C)cc1,12,65,x,1,89,89,x,-12,65
O=C(C1CCCO1)N1CCN(Cc2c(O)ccc3ccccc23)CC1 (stereo not drawn),-13,195,-2%,x,x,x,-136%,13,195
CCCc1nnc(NC(=O)CNc2ccc(F)cc2)s1,3,84,-3%,-12,90,102,2%,-2,84
CCC(=O)N1CCCc2cc(S(=O)(=O)N3CCCc4ccccc43)ccc21,13,133,2%,-23,51,74,-74%,-13,133
CCCOc1ccccc1NC(=O)CC1Nc2ccccc2NC1=O (stereo not drawn),9,145,x,x,x,x,x,-9,145
O=C(NCC(=O)N(Cc1cccs1)C(C(=O)NC1CCCC1)c1cccnc1)c1ccco1 (stereo not drawn),-12,129,x,14,99,85,x,12,129
CCCCc1nn(-c2cc(Cl)ccc2OC)c2c1C(=O)CC(C)(C)C2,21,182,-2%,-7,75,82,-46%,-21,182
O=C(Cc1ccc(F)cc1)NC1CCCC1,-2,178,-6%,-6,89,95,5%,2,178
Cc1ccccc1N1CCN(CCCOc2ccc3c(C)cc(=O)oc3c2)CC1,2,77,x,-14,59,73,x,-2,77
COc1ccc(OC)c(Nc2cc(C)nc3nc(C)nn23)c1,x,x,3%,-25,22,47,-104%,x,x
O=C(N/C(=C\c1cccs1)C(=O)N1CCCCCC1)c1ccccc1,23,135,-5%,-14,75,89,-2%,-23,135
O=C(Cc1cn2ccsc2n1)Nc1nc2c(s1)CN(Cc1ccccc1)CC2,x,x,-5%,11,91,80,-66%,x,x
O=S(=O)(NC1CC1)c1ccc(S(=O)(=O)N(Cc2ccccn2)C2CCCC2)cc1,7,195,4%,-4,103,107,-20%,-7,195
COc1cccc(-c2nnn(CC(=O)NC3CCCC3)n2)c1OC,2,142,2%,16,96,80,16%,-2,142
CCCCNC(=O)Nc1c(C(=O)OCC)[nH]c2ccccc12,3,136,2%,8,98,90,5%,-3,136
O=C(CCCN1C(=O)C2C3C=CC(C3)C2C1=O)N1CCN(c2ccccc2)CC1 (stereo not drawn),-1,134,-9%,14,102,88,-15%,1,134
CCc1cc2c(=O)c(-c3nc4ccccc4n3C)c(C)oc2c(CN2CCOCC2)c1O,-7,84,0%,-10,75,85,-53%,7,84
Cc1nc(CS(=O)(=O)c2ccc(Cl)cc2)cc(Sc2ccc(Cl)cc2)n1,4,119,0%,x,x,x,-54%,-4,119
CCc1ccccc1NC(=O)c1cc(C2CC2)on1,14,153,19%,-18,92,110,-12%,-14,153
CCCCC(=O)Nc1cc(C(=O)NCCc2ccccc2)ccc1Cl,x,x,5%,x,x,x,-2%,x,x
Cn1c2ccccc2c2cnn(CC(=O)O)c(=O)c21,15,89,-10%,x,x,x,10%,-15,89
O=C(Nc1ccccc1)c1cnc[nH]1,36,134,10%,x,x,x,6%,-36,134
COc1ccc(CC(=O)N(Cc2cc3cc(OC)ccc3[nH]c2=O)C(C)C)cc1,34,57,0%,-6,79,84,-8%,-34,57
CC(C)(C)NC(=O)C1CCCN(S(=O)(=O)c2cccc3cccnc23)C1 (stereo not drawn),x,x,-3%,11,92,81,-40%,x,x

Already shown: an excerpt of the list.
SMILES,IL1B NFkB pot,IL1B NFkB pot cell count 2 µM,Bcl-B TR3 displacers,MRP resist rev,MRP resist rev cytotoxicity,MRP resist rev with doxorubicin,PLAP inhibition,NFkB transloc inh,NFkB transloc inh cell count 2 µM
CCCCn1c(CCC(=O)O)ccc1-c1cccs1,u,x,4%,x,x,x,-24%,-56,70
CN(CC(=O)O)Cc1nc2ccccc2[nH]1,11,179,0%,x,x,x,-196%,-11,179

Continued.
SMILES,IL1B NFkB pot,IL1B NFkB pot cell count 2 µM,Bcl-B TR3 displacers,MRP resist rev,MRP resist rev cytotoxicity,MRP resist rev with doxorubicin,PLAP inhibition,NFkB transloc inh,NFkB transloc inh cell count 2 µM
c1ccc(C2=NNC(=NC3CC3)SC2)cc1,-6,124,2%,-13,60,73,-4%,6,124
O=S(=O)(Nc1ccc(N2CCOCC2)cc1)c1ccc2ccccc2c1,13,177,30%,36,113,77,-29%,-13,177
COc1cc(C(=O)Sc2ccc(C)cc2)cc(OC)c1OC,25,129,0%,x,x,x,-7%,-25,129
Cc1cc(NC(=O)Nc2cccc3ccccc23)no1,x,x,23%,4,95,91,25%,x,x
CCOC(=O)N1CCC(NC(=O)C2CCCN(Cc3nc(-c4cccc(Cl)c4)oc3C)C2)CC1 (stereo not drawn),-7,140,7%,x,x,x,-55%,7,140
COc1ccc(NC(=O)CSc2nnc(-c3ccoc3C)n2CCc2ccccc2)cc1,-9,107,-2%,-7,83,89,-56%,9,107
Cc1ccc2nc(SCC(=O)Nc3cccc([N+](=O)[O-])c3)[nH]c2c1,16,135,3%,x,x,x,-21%,-16,135
Cc1ccc(NC(=O)CSCC(=O)Nc2ccc(N3CCOCC3)c(Cl)c2)cc1,-13,38,3%,-11,89,100,0%,14,38
Cc1cccc(CSc2nnc(-c3cccs3)n2Cc2ccco2)c1,7,104,7%,8,90,83,-12%,-7,104
O=C1CC2CS(=O)(=O)CC2N1c1ccc(Cl)cc1Cl (stereo not drawn),15,164,x,x,x,x,x,-15,164
COC(=O)C1C(=O)c2c(n[nH]c2C)CC1(C)C (stereo not drawn),9,152,3%,-10,88,99,10%,-9,152
Cc1ccc(CN(c2ccc(C(=O)N3CCCC3)cc2)S(C)(=O)=O)cc1,x,x,-3%,14,101,87,-44%,x,x
C/C(=N\OC(=O)c1ccc(OC(C)C)cc1)c1ccc(C)c(C)c1,-9,149,5%,x,x,x,8%,9,149
CCOc1cc(C)c(Cl)cc1S(=O)(=O)NCc1ccco1,20,113,-2%,-5,89,94,-6%,-20,113
CCOC(=O)C1=C(SCC(=O)Nc2ccccc2)NC(=O)C(C#N)C12CCCCC2 (stereo not drawn),-2,74,-2%,1,73,72,-50%,2,74
O=C(Nc1ccccc1N1CCCC1)c1ccc2c(c1)OCO2,6,165,-1%,29,108,79,-3%,-6,165
O=C(OCC(=O)N1CCN(C(=O)c2ccco2)CC1)c1ccc(S(=O)(=O)N2CCCCC2)cc1,-3,90,1%,17,94,77,-44%,3,90
CCC1CCCCN1C(=O)CSc1nnc(-c2c[nH]c3ccccc23)o1 (stereo not drawn),-4,92,1%,-29,35,63,2%,4,92
Cc1ccc(CSc2ncccc2C(=O)O)cc1,21,74,-14%,-9,90,99,-11%,-21,74
O=C(CSCCc1ccccn1)Nc1cccnc1,2,134,0%,7,97,90,-9%,-2,134
C/C(=N\NC(=O)c1cccc(C)c1)c1cccc(NC(=O)c2ccco2)c1,x,x,1%,x,x,x,-2%,x,x
O=C(c1ccc(F)cc1)N1C2CCC1CC(O)(c1ccc(F)cc1)C2 (stereo not drawn),4,170,-9%,0,92,93,-20%,-4,170
CCOCCCNC(=O)CCCOc1ccccc1,-2,161,-1%,-13,91,104,13%,2,161
Cc1ccc(C2CC(C(F)(F)F)n3nc(C(=O)NCCN4CCOCC4)cc3N2)cc1 (stereo not drawn),20,196,-10%,x,x,x,-53%,-20,196
COc1ccc(N/C=C/C(=O)c2ccc(Oc3ncccn3)cc2)cc1,5,125,-10%,x,x,x,5%,-5,125
CCC(C)NC(=O)CSc1nc2ccccc2c(=O)n1Cc1ccc(OC)cc1 (stereo not drawn),6,171,6%,-22,58,80,6%,-6,171
NC(=O)COc1cccc2cccnc12,8,168,-2%,-8,86,95,30%,-8,168
COc1cccc(-n2ccnc2SCC(=O)N2CCc3ccccc32)c1,-11,171,-12%,12,88,75,-38%,11,171
COc1ccccc1NC(=O)CCNC(=O)Cn1ccc2ccccc2c1=O,4,156,4%,3,96,93,7%,-4,156
FC(F)(F)c1cnc(Oc2ccccc2-c2nnco2)c(Cl)c1,-7,185,3%,-1,87,88,-129%,7,185
Cc1cc(N(CN2CCCC2=O)C(=O)c2ccccc2)no1,-5,158,10%,-6,89,94,2%,5,158
COc1ccc2cc(CCNC(=O)C3CC3)c(=O)[nH]c2c1,9,75,0%,-10,86,96,-4%,-10,75
CCOc1ccc(N/C=C\C(=O)c2ccc3c(c2)OCO3)cc1,-8,110,x,5,113,108,x,8,110
